Source: PubChem BioAssay (The Scripps Research Institute Molecular Screening Center)
V1aR counter: agonists of human V1a receptor, primary screen, counter-screen for OXTR agonist project, fluorescence, CHO-V1R cells; 320,000 compounds, 0.25% hits; activation, % at 3 µM; Fluo-8 calcium fluorescence, agonist mode; 0% DMSO, 100% 3 nM vasopressin;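 active = activation above the mean activation of all tested compounds plus 3 SD, per screening run, cut at about 20% in these data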;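 also: signal is peak over basal fluorescence ratio across a 100 second FLIPR read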
Target sequence (P37288 whole entry, looked up): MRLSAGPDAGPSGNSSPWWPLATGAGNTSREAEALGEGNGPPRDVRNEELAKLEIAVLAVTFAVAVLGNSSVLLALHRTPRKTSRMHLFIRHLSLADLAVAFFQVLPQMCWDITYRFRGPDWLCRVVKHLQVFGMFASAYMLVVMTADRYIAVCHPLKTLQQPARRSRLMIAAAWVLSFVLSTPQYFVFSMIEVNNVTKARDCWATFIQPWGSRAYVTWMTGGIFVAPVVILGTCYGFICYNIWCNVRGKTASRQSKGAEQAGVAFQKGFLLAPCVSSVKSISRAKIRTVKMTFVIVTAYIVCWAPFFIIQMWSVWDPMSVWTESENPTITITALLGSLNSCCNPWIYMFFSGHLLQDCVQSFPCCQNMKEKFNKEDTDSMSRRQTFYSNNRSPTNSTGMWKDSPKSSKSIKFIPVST
CHO-K1 Ca antag: counter-screen for M1 antagonists: effect in parental CHO-K1 cells | 360,000 compounds, 0.6% hits | ATP-induced calcium, Fluo-8 fluorescence | AID 602250 | inhibition, % at 3 µM;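 active = inhibition above a per-plate cutoff, the plate's mean sample inhibition plus 3 SD, cut at about 24% in these data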;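 also: 0% = DMSO plus EC80 ATP and 100% = DMSO alone without ATP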
M1 PAM parental: nonselective calcium activators in parental CHO-K1 cells, primary screen, counter-screen for M1 PAM project, cell-based, Fluo-8 calcium fluorescence, full deck, 1536-well; activation, % at 3 µM; 360,000 compounds, 0.02% hits; ATP EC20; 0% at ATP EC20, 100% at ATP max;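 active = activation above the run cutoff, the mean activation of all test compounds plus 3 SD, cut at about 40% in these data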;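 also: peak over basal fluorescence ratio in a 140 s read after ATP addition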
CHO parental Ca: ATP-evoked calcium signal inhibitors, parental CHO, primary screen, counter-screen for OX1R antagonist project, cell-based, fluorescence, Fluo-8 calcium dye; parental CHO-K1, ATP-induced calcium, Fluo-8 fluorescence; inhibition, % at 5.6 µM; 330,000 compounds, 0.63% hits; AID 463079, 2010;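 active = inhibition above that plate's mean sample inhibition plus 3 SD, cut at about 26% in these data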;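 also: 0% = ATP-challenged DMSO wells and 100% = DMSO wells without ATP; some compounds past the cut are filed as inactive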
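Assay system: parental CHO cells; Read-out basis: percent inhibition of ATP-evoked calcium rise, normalized to controls; Benchmarks: ATP and no-ATP DMSO wells; Compound dosing: single nominal dose of 5.6 µM per compound; Signal: Fluo-8 calcium dye fluorescence; Also added: ATP as calcium-mobilizing challenge; Repeats: singlicate.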
TAAR1 antagonist: human TAAR1 antagonists, primary screen, Fluo-8 calcium fluorescence, CHO RD-HGA16 cells; Trace amine-associated receptor 1 (Homo sapiens), Q96RJ0; antagonist; inhibition, % at 3 µM; 360,000 compounds, 1.5% hits;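 active = inhibition above a per-plate cutoff, the mean inhibition of test compounds on that plate plus 3 SD, cut at about 49% in these data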;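 also: 0% = DMSO plus EC80 beta-PEA response and 100% = DMSO alone without agonist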
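Test system: hTAAR1-expressing CHO RD-HGA16 cells, Gα16-coupled; Probe or stimulus: EC80 β-phenethylamine stimulus; Compound dosing: single nominal final test compound concentration of 3 µM; Timing: 140 s kinetic read after compound, 140 s after agonist; Signal: Fluo-8 calcium-sensitive fluorescence; Measure: % inhibition of agonist calcium response; Controls: DMSO and EC80 PEA controls.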
OXTR ag: human OXTR agonists, primary screen, fluorescence, CHO-OTR cells, Fluo-8 calcium; Fluo-8 calcium fluorescence; normalized: DMSO 0%, oxytocin 100%; activation, % at 3 µM; 320,000 compounds, 0.32% hits;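 active = activation above the mean of all tested compounds plus 3 SD, cutoff set per screening run, cut at about 20% in these data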;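 also: peak over basal fluorescence ratio from a 100 s FLIPR kinetic read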
Target sequence (P30559 whole entry, looked up): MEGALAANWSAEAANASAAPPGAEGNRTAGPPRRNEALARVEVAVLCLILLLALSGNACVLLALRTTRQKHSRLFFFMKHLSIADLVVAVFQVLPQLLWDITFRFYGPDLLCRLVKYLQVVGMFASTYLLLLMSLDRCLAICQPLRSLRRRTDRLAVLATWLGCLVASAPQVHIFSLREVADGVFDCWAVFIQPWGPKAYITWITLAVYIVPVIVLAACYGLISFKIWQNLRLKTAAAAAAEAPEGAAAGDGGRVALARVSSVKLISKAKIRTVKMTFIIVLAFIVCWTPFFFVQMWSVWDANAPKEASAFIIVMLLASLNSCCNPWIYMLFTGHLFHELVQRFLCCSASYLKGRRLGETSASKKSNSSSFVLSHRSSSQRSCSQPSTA
CHO-K1 Ca ag: counter-screen for M1 agonists: effect in parental CHO-K1 cells; activation, % at 3 µM; AID 602248, 2012; 360,000 compounds, 0.48% hits; Fluo-8 calcium fluorescence; scaled to maximal ATP response, vehicle zero; in the data active = activation above about 15%;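 also: untransfected CHO-K1 host cells lacking M1 receptor as counterscreen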
OXTR potentiator: human OXTR potentiators, primary screen, fluorescence, CHO-OTR cells, Fluo-8 calcium | activation, % at 3 µM | Fluo-8 calcium fluorescence, potentiator mode; 0% = oxytocin EC15, 100% = EC100 | 320,000 compounds, 0.061% hits | Oxytocin receptor (Homo sapiens), P30559 | AID 2445, 2010;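 active = activation above that plate's cutoff, the mean activation of tested compounds plus 3 SD, cut at about 6.6% in these data, passing the limit was not always enough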;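 also: 100% uses oxytocin at 75 nM as the full agonist control; some results filed as inactive read as strong as hits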
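System: human OTR in CHO cells / Also added: sub-maximal oxytocin, roughly EC15 / Control set: EC15 oxytocin low, 75 nM oxytocin high / Schedule: 6 min compound pre-incubation at room temperature, 100 s kinetic read / Compound: single-point 3.0 µM / Replication: singlicate / Technique: Fluo-8 calcium dye fluorescence / Read-out basis: % activation of max/min ratio relative to oxytocin controls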
GPR7 antagonist: GPR7 receptor antagonists, primary screen, cell-based, fluorescence, single concentration; AID 1861, 2009; Neuropeptides B/W receptor type 1 (Homo sapiens), P48145; inhibition, % at 4.4 µM; GPR7-expressing cells, fluorescence antagonist assay; 290,000 compounds, 1.1% hits; in the data active = inhibition above about 16%, passing the limit was not always enough;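 also: cells stimulated with the agonist NPW; 0% = agonist with vehicle and 100% = vehicle without agonist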
Starred values were filed as active, the others as inactive; x = no result given.

Values in the order: GPR7 antagonist	M1 PAM parental	CHO-K1 Ca antag	CHO parental Ca	V1aR counter	CHO-K1 Ca ag	OXTR ag	TAAR1 antagonist	OXTR potentiator
CCOC(=O)C1CCCN(C(=O)c2ccc(Cl)c(S(=O)(=O)N3CCCCCC3)c2)C1 (stereo unspecified)
→ 0	11	-20	-11	3.8	6.8	2.4	-10	-7
COc1ccc(OC)c(NC(=O)CSCc2cnn(-c3ccccc3)c2-n2cccc2)c1
→ 3	9	-1	-24	-0.7	0.3	-1.6	13	-9
CC(C)CCNC(=O)c1nnc(Cc2ccc(Cl)cc2)o1
→ -4	14	-2	-1	-0.5	-0.1	-1.8	-11	-2
CCC(=O)Nc1cccc(C(=O)c2ccc(C)c(C)c2)c1
→ 6	0	-3	-12	3.9	1.1	0.5	6	-9
COc1ccccc1OCC(=O)Nc1ccccc1C(=O)Nc1cccc(C(=O)O)c1
→ -5	6	-6	-8	0.6	0.7	-0.9	-8	1
CCC1CN(C(=O)N2CCC(C(=O)NCc3ccc(F)cc3)CC2)c2ccccc2O1 (stereo unspecified)
→ -1	0	-6	-15	6.8	5.0	8.0	3	-9
CC(=O)c1cccc(NS(=O)(=O)c2ccc(-c3cnc(C4CC4)o3)cc2)c1
→ 31	1	12	50*	15	16*	11	17	-15
CC(C)CNC(=O)CSc1nc2nn(-c3ccccc3)c(=O)c-2c2n1CCCCC2
→ -4	0	-11	-24	-1.3	0.2	-2.1	3	-15
COc1cc(/C=N/NC(=O)Cc2ccc(Br)cc2)cc(OC)c1O
→ -1	11	-13	4	0.2	3.6	0.1	2	-3
O=C(C[C@H]1C[C@@H]2c3cc(NC(=O)Nc4ccccc4F)ccc3O[C@@H]2[C@H](CO)O1)NCc1ccccn1
→ x	-13	-5	x	x	0.0	x	-16	x
Cn1c(=O)c2c(nc(NCCCO)n2Cc2cccc(C(F)(F)F)c2)n(C)c1=O
→ -9	11	-7	-3	0.8	1.1	0.5	-4	-11
CSCC[C@H](NC(=O)OC(C)(C)C)C(=O)N1CCC(C(=O)N[C@@H](C)C(=O)NC(C)c2ccccc2)CC1 (stereo partly specified)
→ -5	-1	7	-15	0.3	0.2	-1.3	17	0
Cc1ccc(CSc2nnc(-c3ccncc3)o2)c(C)c1
→ 5	15	-7	-5	-0.1	1.3	-0.3	-16	-7
Nc1nc(-c2ccccc2)nn1C(=O)c1ccco1
→ 0	2	1	-5	1.4	3.1	0.8	-11	4
CC(C)OC(=O)c1cc(=O)[nH]c2ccccc12
→ -4	15	-1	-5	0.6	0.6	-0.5	7	-5
O=C(CSc1nnc(-c2ccc(C(F)(F)F)cn2)s1)c1ccccc1
→ -18	3	4	-10	0.2	-0.1	0.6	4	-1
Cc1cccc(NS(=O)(=O)c2ccc(NS(=O)(=O)c3cccs3)cc2)c1
→ 8	12	-16	-7	0.5	1.5	0.4	-7	-12
O=C1C(N2CCOCC2)=Cc2cccc3cccc1c23
→ x	2	-5	x	x	5.7	x	14	x
CCc1ccc2oc(-c3ccc(NC(C)=O)cc3)nc2c1
→ 7	7	-15	7	3.5	1.2	4.6	-2	-6
CCc1ccc2c(c1)C(=O)C(=O)N2CC(=O)Nc1ccc(NC(=O)c2ccccn2)cc1
→ 8	3	15	-10	-1.4	-0.6	-2.4	21	-6
CC1ON=C(c2ccccn2)N(Cc2ccc(S(C)(=O)=O)cc2)C1=O (stereo unspecified)
→ x	5	6	x	x	0.6	x	2	x
O=C(c1ccc(Br)s1)N1CCc2ccccc2C1
→ 6	-16	-1	-23	-1.1	-0.6	-1.5	-8	-2
Cc1cn([C@H]2C[C@H](O)[C@@H](/C=C/C(=O)N3CCN(Cc4ccc(F)cc4)CC3)O2)c(=O)[nH]c1=O
→ x	-1	-3	x	x	0.2	x	-2	x
COc1cc(CCC(=O)Nc2ccc(S(=O)(=O)N3CCCC3)cc2)cc(OC)c1OC
→ x	0	-17	-20	1.4	0.4	0.7	-22	0
Cc1ccccc1C(C)NC(=O)COC(=O)Cn1cc(C(F)(F)F)ccc1=O (stereo unspecified)
→ x	1	-7	-7	0.6	-0.1	0.3	-5	3
Cc1nc(N)ncc1Sc1ccccc1
→ -3	-7	9	-11	1.5	0.5	-0.1	-14	-2
Cc1noc(C)c1-c1ccc(C(=O)NCc2cccs2)c2occc12
→ x	-3	-14	x	x	-0.3	x	-5	x
COc1ccc(-c2c[n+]3c(n2-c2ccc(C)cc2)CCCCC3)cc1
→ 25*	-10	16	1	-0.7	0.5	0.4	-4	-4
Cc1ccccc1NC(=O)Cc1nc(COC(=O)c2ccc(O)cc2O)cs1
→ 8	-12	-3	-7	5.7	5.1	5.5	3	-10
Cc1ccc(S(=O)(=O)N2CCCC2C(=O)OCc2nc3ccccc3s2)cc1 (stereo unspecified)
→ 6	-2	-1	59*	3.4	0.4	2.0	-3	-8
Cc1ccc2nc(NC(=O)COC(=O)c3ccccn3)sc2c1
→ -2	-4	0	-12	1.4	0.2	-0.8	-8	-7
Cc1cc(NCCCN2CCOCC2)n2nc(C)c(-c3ccccc3)c2n1
→ -4	-1	-8	-18	-0.3	-0.5	-1.4	-10	-6
O=C(O)CCc1ccc(-c2ccccc2)n1-c1ccc(C(=O)O)cc1
→ -2	5	3	-3	0.2	0.0	-0.1	x	-8
O=c1[nH]c(NNC(=S)NCc2ccccc2)nc2c1C1(CCCCC1)Cc1ccccc1-2
→ -14	2	2	-28	1.1	-0.2	-0.6	-4	-13
CCc1ccccc1NC(=O)CN(C)C(=O)CSc1nn(-c2ccccc2)c(=S)s1
→ -8	9	-4	-36	0.8	0.1	0.4	-5	-7
CC1(C)Cc2cccc(OCC(=O)Nc3cccnc3Cl)c2O1
→ -6	18	-4	-1	-1.4	1.0	-1.8	3	-5
CC(=O)c1ccc(NC(=O)c2cc(Cl)sc2Cl)cc1
→ -2	-6	2	0	0.7	0.1	-0.2	1	-5
O=[N+]([O-])c1ccc(S(=O)(=O)N(CCCN2CCOCC2)Cc2cccs2)cc1
→ 5	15	-18	-23	0.4	0.4	0.2	1	-7
Cc1onc(-c2ccccc2Cl)c1C(=O)Nc1sc2c(c1C#N)CCC2
→ -10	22	-5	-14	-1.2	0.5	-1.5	-5	-1
NNC(=O)c1sc(-c2ccc(Cl)cc2)cc1N
→ -15	6	-12	-7	-1.3	-0.9	-1.8	-8	-7
COc1ccc(-n2c(COc3ccc(C)cc3)n[nH]c2=S)cc1
→ -8	-6	-3	-12	7.2	0.7	3.2	10	-18
O=C(Nc1c(C(=O)N2CCOCC2)cnn1-c1ccccc1)c1ccco1
→ -4	3	-8	-1	0.6	-0.3	2.0	-4	7
NCCCNc1nc(N)c([N+](=O)[O-])c(NC2CCCCC2)n1
→ 17	1	-18	-12	0.0	0.3	-1.0	2	-9
COC(=O)C1CC2=C(CCCC2=O)NC1=O (stereo unspecified)
→ x	9	-6	x	x	-0.2	x	4	x
CC(=O)c1ccc(NC(=O)c2ccn(C(=O)OCC(C)C)n2)cc1
→ -2	5	-10	7	0.9	0.9	0.2	-7	-6
C=CCn1c(SCc2nc3ccccc3c(=O)[nH]2)nc2scc(C3CC3)c2c1=O
→ 14	-5	-2	-14	-0.5	0.2	-1.2	-24	-5
NS(=O)(=O)c1ccc(NC(=O)/C=C/c2ccccc2Cl)cc1
→ -9	6	-8	-2	0.9	0.9	1.3	-3	-2
COC(=O)c1ccc2nc(-c3cccc(Br)c3)c(Cc3ccsc3)n2c1
→ x	20	-31	x	x	-0.1	x	-9	x
O=C(NCCC(=O)N1CCN(c2ccccc2O)CC1)c1ccc(Br)cc1
→ x	10	-6	-21	4.4	0.7	2.8	-12	-9
Cc1ccc2c(CC(=O)OCc3cc(=O)n4c(n3)sc3ccccc34)coc2c1
→ 3	21	-15	-8	0.7	-0.1	2.9	-5	-5
Cc1cccn2c(=O)c(/C=C(\C#N)S(=O)(=O)c3ccccc3)c(N3CCN(Cc4ccccc4)CC3)nc12
→ 0	-8	-12	-5	0.2	0.5	0.7	5	-11
CCc1ccccc1NC(=O)CNC(=O)c1ccc(S(=O)(=O)NCc2ccco2)cc1
→ x	8	-6	x	x	0.5	x	-22	x
COc1ccc(-c2nnc(SC(C(=O)c3c[nH]c4ccccc34)c3ccccc3)n2N)cc1OC (stereo unspecified)
→ -3	-4	13	-4	0.2	0.7	-1.3	7	-9

Of the compounds above, two contain a COOH group:
Values in the order: GPR7 antagonist	M1 PAM parental	CHO-K1 Ca antag	CHO parental Ca	V1aR counter	CHO-K1 Ca ag	OXTR ag	TAAR1 antagonist	OXTR potentiator
COc1ccccc1OCC(=O)Nc1ccccc1C(=O)Nc1cccc(C(=O)O)c1
→ -5	6	-6	-8	0.6	0.7	-0.9	-8	1
O=C(O)CCc1ccc(-c2ccccc2)n1-c1ccc(C(=O)O)cc1
→ -2	5	3	-3	0.2	0.0	-0.1	x	-8
